High-throughput results (PubChem BioAssay)
mcGAS MS inh: inhibitors of mouse cGAS. inhibition, % at 12.5 µM. 0.18% of 130,000 active. recombinant mouse cGAS, cGAMP by RapidFire MS. Q8C6L5;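 active = inhibition of cGAS enzyme activity at or above 60%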;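 note: enzyme stimulated by 45 bp dsDNA with ATP and GTP substrates; cGAMP share of summed cGAMP plus half ATP and half GTP signals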
Target sequence (Q8C6L5 whole entry, looked up): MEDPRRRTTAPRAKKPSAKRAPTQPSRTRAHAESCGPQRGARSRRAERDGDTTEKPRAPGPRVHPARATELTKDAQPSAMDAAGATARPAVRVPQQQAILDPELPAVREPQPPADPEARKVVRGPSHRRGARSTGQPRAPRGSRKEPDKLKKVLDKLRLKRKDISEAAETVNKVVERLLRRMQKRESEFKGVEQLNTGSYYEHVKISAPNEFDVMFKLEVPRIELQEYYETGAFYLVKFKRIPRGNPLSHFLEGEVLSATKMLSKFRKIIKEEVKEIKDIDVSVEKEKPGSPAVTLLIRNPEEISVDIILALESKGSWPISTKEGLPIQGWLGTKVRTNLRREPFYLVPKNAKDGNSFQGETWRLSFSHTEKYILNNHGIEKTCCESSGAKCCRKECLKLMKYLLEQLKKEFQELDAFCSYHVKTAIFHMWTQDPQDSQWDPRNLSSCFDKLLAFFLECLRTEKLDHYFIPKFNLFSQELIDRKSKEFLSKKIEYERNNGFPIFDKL
An asterisk follows results filed as active; & = joins results of further samples.

SMILES	mcGAS MS inh
COc1ccc(C(=O)NC2CC2)cc1OC1CCN(Cc2cnn(C)c2C)CC1	-1
Cc1cc(NC(=O)C(=O)Nc2nc3cc(F)c(F)cc3s2)no1	13
CCO/N=C(/c1nonc1N)N1CCOCC1	-24
O=C1c2cccc3cccc(c23)N1S(=O)(=O)c1ccc(Cl)cc1	-9
Cc1nc2ccc(I)cn2c1C=NNc1cc(C)c2ccccc2n1	-12
O=C(Nc1c(F)c(F)c(F)c(F)c1F)c1cc(F)cc(F)c1	-10
CN1CCN(S(=O)(=O)c2cccc3nsnc23)CC1	-6
CN(CC1CCCN(CCc2ccccc2F)C1)C(=O)C1=CCCCC1 (stereo unspecified)	-9
CCCNS(=O)(=O)c1cc(C)c(Br)cc1C	-5
Cc1sc2ncn(CC(=O)Nc3ccc4c(c3)OCO4)c(=O)c2c1C	-16
Cc1sc2ccccc2c1-c1nccn1CCN1CCOC1=O	-8
CC(C)c1ccc(C(C)NC(=O)c2noc3c2CCCC3)cc1 (stereo unspecified)	1
COc1cc(NC(=O)CCNS(=O)(=O)c2c(C)noc2C)cc(OC)c1OC	-2
CC(C)c1nc(CN(C)C(=O)CCC(=O)NC2CCCC2)cs1	-9
CCOCC(=O)Nc1nc(-c2ccc(C)s2)cs1	-9
CC1(C)CC(=O)C2=C(C1)N(CC1CCCO1)C(=O)NC2(C(F)(F)F)C(F)(F)F (stereo unspecified)	-6
CC(C(=O)N(C)C)N1CCC(C(F)(F)F)CC1 (stereo unspecified)	0
NS(=O)(=O)c1ccc2[nH]c(=O)c3nnc(-c4ccccc4)n3c2c1	-12
COCCN1C(=O)C(=Cc2cccc(Cl)c2Cl)SC1=S	-9
O=S(=O)(Nc1ccc(F)cn1)c1c[nH]c2ncccc12	2
O=C(CCC(F)(F)F)N1CCc2c(ncnc2N2CCOCC2)C1	-6
CCCc1c(C(=O)NCCC(O)(c2nccn2C)C(F)(F)F)[nH]c(C)c1C(=O)OC (stereo unspecified)	-8
CC(O)CC(C)(C)O (stereo unspecified)	-3
COc1ccc(C(=O)n2nc(C)c(C(N)=O)c2N)cc1OC(F)F	-2
CC(=O)c1cccc(NC(=O)c2c(-c3ccccc3)noc2C)c1	-7
(more compounds)
SMILES	mcGAS MS inh
CCS(=O)(=O)c1ncc(CN2CCN(c3ccccc3)CC2C)n1CCOC (stereo unspecified)	-10
CCCCCCn1c(-c2cccs2)n[nH]c1=S	2
CN(Cc1n[nH]c2c1CCCC2)C(=O)c1cn(C/C=C/c2ccccc2)nn1	2
CC(=O)c1ccc(NC(=O)C(C)Sc2ncn[nH]2)cc1 (stereo unspecified)	0
Nc1c(C(=O)C2CC2)sc2nc3c(cc12)CCC3	-4
COC(=O)c1ccc(S(=O)(=O)Nc2cccc(S(=O)(=O)N(C)C)c2)cc1	10
CCOC(=O)c1nn(-c2ccccc2)c(=O)cc1OS(=O)(=O)c1cc(C(C)C)ccc1OCC	-4
COc1cccc(C2CCN(C(=O)c3cnn4cc(C)cnc34)C2)c1OC (stereo unspecified)	-30
N#CCCN(CCC#N)C(=O)CN(CCO)c1cccc(F)c1	-9
Cc1nn(C)c(C)c1CCC(=O)N(C)C1CCCN(CCc2ccccc2)C1 (stereo unspecified)	-5
O=C(COc1ccccc1O)N1CCc2c(ncnc2N2CCOCC2)C1	5
CCn1c(SCC(=O)Nc2cc(C)ccc2C)nnc1-c1cccs1	0
O=C(Nc1nncs1)C1CC1c1cccc(Cl)c1Cl (stereo unspecified)	-8
Cc1[nH]c2ccccc2c1C(=O)N1CCN(CC(F)(F)F)CC1	-4
O=C(Nc1cccc(C(=O)N2CCCC2)c1)N1CCN(Cc2ccsc2)CC1	-8
C=CCn1nc(C(=O)N2CCOCC2)c2c1CCC(N1CCOc3ccc(Cl)cc3C1)C2 (stereo unspecified)	3
CC(C)(C)c1ccc(C(=O)N2CCN(c3ccccc3)CC2)cc1	-2
CC1=CN2CCS(=O)(=O)N=C2C=C1	-6
CN1CCC(C(=O)NC2CCCCC2c2ccccc2)CC1=O (stereo unspecified)	-6
C1=CC(Cc2n[nH]c(Cc3ccccc3)n2)CC1 (stereo unspecified)	-20
CN(C)c1ccc(CN(CC2CCCO2)C(=O)Nc2ccc(C#N)cc2)cc1 (stereo unspecified)	3
Cc1[nH]c2ccccc2c1-c1nc(-c2ccccn2)sc1C	3
CC1(C)CC(NC(=O)c2cnn(-c3ccc(Cl)cc3)c2N)CC(C)(C)N1	-8
CSc1ccccc1-c1cc(C)nc(N)n1	-8
O=c1[nH]cnc2c1CCN(Cc1cc3n(n1)CCCNC3)CC2	-16
Next section:
SMILES	mcGAS MS inh
O=P1(N2CCCC2)C=C(c2ccccc2)SC(c2ccccc2)=C1	-4
CCCCn1ccc2nc3ccn(-c4ncn[nH]4)c(=O)c3cc2c1=O	-6
Cc1ccc(NC2=C(Cl)C(=O)N(c3ccc(C(F)(F)F)cc3)C2=O)cc1	0
CN1CCN(S(=O)(=O)c2ccc(NCc3ccccc3F)c([N+](=O)[O-])c2)CC1	0
COc1cccc2c1N(S(=O)(=O)c1cc(C)ccc1O)CCC2	-12
CC(C)CC1NC2(C(=O)N(C)c3ccccc32)C2C(=O)N(C(C)C)C(=O)C12 (stereo unspecified)	-28
C=CCn1c(SCc2nnc(-c3ccccc3)o2)nnc1C1COc2ccccc2O1 (stereo unspecified)	-13
CCOC(=O)c1ccc(NC2=NC(C)(C)Cc3cc(C)c(C)cc32)cc1	-8
Cc1ccc2[nH]nc(C(=O)N3CCS(=O)(=O)CC3)c2c1	-2
CNC(=O)CC(C)N(C)CC1=Cc2cc(Cl)ccc2OC1 (stereo unspecified)	-12
C=CCn1c(SCc2ccccc2F)nc2cc(C(=O)O)ccc2c1=O	-1
CCn1c(-c2ccccc2OC)nn(CN2CCc3sccc3C2)c1=S	0
Cn1nc(-c2ccccc2)cc1C(=O)NCc1csc(-c2ncccn2)n1	-12
CCOC(=O)C1(CCCc2ccccc2)CCN(C(=O)CSC)CC1	-5
CCC1CN(Cc2cccc(CN3CCOCC3)c2)CCN1C(C)C (stereo unspecified)	-21
COc1ccc(CN2CCN(Cc3ccc(Cl)cc3)CC2CCO)cc1C (stereo unspecified)	-5
CC(C)Cc1noc(CONC(=O)C(C)(C)c2ccccc2)n1	-9
N#Cc1cccc(C(=O)Nc2ccc(S(=O)(=O)NC3=NCCCCC3)cc2)c1	2
O=S(=O)(NCCn1ncc2c(N3CCOCC3)ncnc21)c1ccccc1	-12
COc1ccccc1C(=O)NCC1CCN(C2CCCCCC2)C1 (stereo unspecified)	-11
COc1ccc(C(C)=O)cc1Cn1c(C)c(C(=O)NCCC#N)sc1=O	-9
Cc1cccc(C(C(=O)NCc2[nH]cc(C)c(=O)c2C)N(C)C)c1 (stereo unspecified)	-17&-8
Cn1c(=O)[nH]c(=O)c2c1nc(N1CCN(Cc3ccccc3)CC1)n2Cc1ccc(F)cc1	-10
CCOc1ccc(Nc2ncccc2C(=O)N2CC(C)OC(C)C2)cc1 (stereo unspecified)	-3
OCc1cc(Cl)c(CO)cc1Cl	-3
Continued.
SMILES	mcGAS MS inh
CCOC(=O)c1nn(-c2ccc(Cl)c(Cl)c2)cc1O	24
CCC(=O)c1ccc(OCC(=O)N[C@H]2COC[C@@H]2N2CCCCC2)cc1	-13
CCOC(=O)C1(CCOc2ccccc2)CCN(Cc2cnc(N(C)C)s2)CC1	-12
Cc1ccc(-c2cn3ccsc3n2)cc1	4
COc1cccc(NC(=O)N2CC(O)CC2C2CCCCC2)c1 (stereo unspecified)	-9
N#CCCN(C(=O)CCN1C(=O)CCNC1=S)C1CC1	-9
CSCc1nnc(SCc2c(C)nn(C)c2Cl)o1	-4
Cc1ccc(/C=C/C(=O)N2CCN(C(=O)c3c[nH]c(=O)[nH]3)CC2)cc1	-11
COCc1cccc(NC(=O)NCC(C)(C)SC)c1	11
Cc1ccc(COc2ccc(/C=N\NC(=O)CN3CCCCC3)cc2)cc1	-4
Cc1cc(=S)n2ccsc2n1	-3
CC(CS(C)(=O)=O)C(=O)Nc1ccccc1CCC(F)(F)F (stereo unspecified)	-14
CC(C)CN(CC#N)c1c(N)n(CC(C)C)c(=O)[nH]c1=O	3
O=C(c1ccc(Cl)cc1)c1ccc(OS(=O)(=O)N2CCOCC2)cc1	-8
O=C1CCC(C(=O)N2CCC3(C=Cc4ccccc43)CC2)CN1CCN1CCOCC1 (stereo unspecified)	0
CC1Cc2nc(SCC(=O)c3ccccc3)n(-c3ccc(F)cc3)c(=O)c2S1 (stereo unspecified)	-9
Cc1cc2oc(=O)cc(C)c2cc1NC(=O)c1c(C)nc2ncccn12	-20
Cc1cc(Nc2ccc3c(n2)C(=O)N([C@H](C)C(=O)NC2CCC(O)CC2)C3)n(C)n1 (stereo partly specified)	8
CCCc1nnc2sc(CCCN3CCCCCC3)nn12	-1
CCOC(=O)N(C)CC(=O)Nc1cnc(C(C)(C)C)nc1	-6
Cc1nnc(-c2ccc(OCC(=O)Nc3cccc(C)c3C)cc2)o1	-6
O=C(N1CCN(c2ccccc2)CC1)N1c2ccccc2Sc2ccccc21	42
O=C(Nc1cccc(F)c1)c1cccc(CN2CC=CCC2)c1	-7
CCCN1N=C(c2ccc(Cl)cc2)Cn2c1nc1c2c(=O)n(C)c(=O)n1C	2
NC(=O)c1ccc(NC(=O)c2cccc(COc3ccc(Cl)cc3)c2)cc1	-17

Five compounds drawn at random from those above:
SMILES	mcGAS MS inh
CCC1CN(Cc2cccc(CN3CCOCC3)c2)CCN1C(C)C (stereo unspecified)	-21
O=C(CCC(F)(F)F)N1CCc2c(ncnc2N2CCOCC2)C1	-6
COCc1cccc(NC(=O)NCC(C)(C)SC)c1	11
CNC(=O)CC(C)N(C)CC1=Cc2cc(Cl)ccc2OC1 (stereo unspecified)	-12
Cc1cc(=S)n2ccsc2n1	-3

An excerpt from above in order of their number in mcGAS MS inh, high to low.
SMILES	mcGAS MS inh
Cc1cc(Nc2ccc3c(n2)C(=O)N([C@H](C)C(=O)NC2CCC(O)CC2)C3)n(C)n1 (stereo partly specified)	8
CC(C)CN(CC#N)c1c(N)n(CC(C)C)c(=O)[nH]c1=O	3
CCOC(=O)N(C)CC(=O)Nc1cnc(C(C)(C)C)nc1	-6

Continuation:
SMILES	mcGAS MS inh
CCCn1cnnc1CNC(=O)c1cccc(-n2nc(C)cc2C)c1	3
Cc1cc(O)ccc1Nc1cc(-c2cccc(N(C)C)c2)ncn1	-1
CS(=O)(=O)NC1CCN(CCn2c(=O)oc3ccccc32)CC1	-6
COc1ccccc1N1CCN(C(=O)c2nn(-c3ccccc3)c(=O)cc2OC)CC1	-23
O=C(Cc1cccnc1)NS(=O)(=O)c1ccc2c(c1)CCCC2	-1
COc1ccc(Cl)cc1-c1nc2ccccc2c(=O)o1	-4
COc1ccc(NC2CCCN(C(=O)c3ccc4c(c3)C(=O)N(C)C4=O)C2)cc1 (stereo unspecified)	-4
COc1ccc(C(C)=O)cc1CN1C(=O)CON=C1Cc1ccccc1	-6
c1ccc(-n2nnnc2SCc2ccc3nonc3c2)cc1	-3
O=C(CN1CCN(C(=O)Nc2ccc(F)cc2)CC1)Nc1cccc(F)c1	-11
COc1ccc(OC)c(NC(=O)C2CCCCC2)c1	-5
O=C1OC2(CCCCC2)OC(=O)C1=CNc1ccccc1F	-1
C/C=N\N=C1/NC(=O)C(CC(=O)Nc2cccc(C)c2C)S1 (stereo unspecified)	-33
CC1CN(CCCCNCc2ccc(Br)cc2)CC(C)O1 (stereo unspecified)	-11
CC(C)CNC(=O)C(=O)N1CCCn2cncc2C1	4
CCCCCCC(C)NN (stereo unspecified)	21
COc1cc2c(cc1OC)CN(c1ncccc1C(=O)O)CC2	3
O=C(CCc1cccs1)N1CCN(C(=O)c2cccc(O)c2)CC1	-9
Cc1nn(C)c(C)c1NC(=O)CN(C1CCCC1)C1CC1	-5
Cc1ccc(NS(=O)(=O)c2cc(Cl)cc(Cl)c2)cc1	-3
O=C(CSc1nnc2n1CCCCC2)Nc1ccc2[nH]c(=O)[nH]c2c1	16
CCN(CC)CCNC(=O)c1c(N)cccc1Cl	-3
CSc1ccccc1C(=O)NCc1ccc(S(=O)(=O)N2CCCCC2)s1	-8
COc1ccc(Cl)c2sc(N(CCCN3CCOCC3)C(=O)c3ccno3)nc12	-1
CC(CO)CSCc1nnc(C(C)(C)C)o1 (stereo unspecified)	8

The closing 3 compounds of the section above lead into the next.
SMILES	mcGAS MS inh
CSc1ccccc1C(=O)NCc1ccc(S(=O)(=O)N2CCCCC2)s1	-8
COc1ccc(Cl)c2sc(N(CCCN3CCOCC3)C(=O)c3ccno3)nc12	-1
CC(CO)CSCc1nnc(C(C)(C)C)o1 (stereo unspecified)	8
CC(=O)c1cc(CC(=O)NCc2ccsc2)cs1	-9
COCCn1ccc2nc3ccn(C4CC4)c(=O)c3cc2c1=O	-13
Cn1c(C(=O)NC(C)(C)C)cc2c(=O)n3ccccc3nc21	-1
CCc1nc(C2CN(CCCOc3ccc(C#N)cc3)CCO2)n[nH]1 (stereo unspecified)	4
CC(=O)N1CCc2c(sc(NC(=O)c3ccc(F)cc3)c2-c2nc3ccccc3s2)C1	-6
O=C(CNC(=O)c1ccsc1)NC1(c2ccc(F)cc2)CCC1	5
CC(C)(CO)NC(=O)c1cccc2[nH]c(-c3ccncc3)nc12	-1
CC(OCC1CC1)C(=O)N(C)CCCc1cc(-c2ccccc2)no1 (stereo unspecified)	-9
Cc1cccc(C(C(=O)N(C)Cc2noc(C3CCC3)n2)N(C)C)c1 (stereo unspecified)	-13
Cc1cccn2c(=O)nc(SCc3ccc(C(F)(F)F)cc3)nc12	-5
CN1CC2(CCN(C(=O)c3ccccc3-c3ncc[nH]3)C2)OC1=O (stereo unspecified)	-6
Cn1cc(NC(=O)c2ccc(Br)cc2)cn1	-2
O=C1NCCN(Cc2ccc(F)c(F)c2)C1CC(=O)N1CCc2[nH]ncc2C1 (stereo unspecified)	-16
O=C(Nc1nnc(Cc2ccccc2F)s1)c1ccc(=O)[nH]n1	-4
CC(C)C(=O)NS(=O)(=O)c1cc(Cl)c(Br)s1	-17&6
COC(=O)C1CCCCN1S(=O)(=O)NCc1ccccc1 (stereo unspecified)	-40
O=C(NC1CCN(C2CC2)CC1)c1cc2ccccc2[nH]1	-11

Part of the list above in another layout.
mcGAS MS inh | Structure
5 | O=C(CNC(=O)c1ccsc1)NC1(c2ccc(F)cc2)CCC1
-1 | CC(C)(CO)NC(=O)c1cccc2[nH]c(-c3ccncc3)nc12

The list is partial; count on the stated rates, not on these rows.
